CHT inh – human CHT choline transport inhibition; B-score at 10 µM; CHT-expressing cells, membrane potential dye, choline response; active compounds read low; hit rate 0.86% among 310,000; Q9GZV3; AID 488975;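 active = B-score over 3 SD under the library average, and starting fluorescence ratio not unusually high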;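 note: choline stimulus applied at its EC90 after an EC20 pre-addition; B-score computed on integrated fluorescence ratio after choline addition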
Target sequence (Q9GZV3 whole entry, looked up): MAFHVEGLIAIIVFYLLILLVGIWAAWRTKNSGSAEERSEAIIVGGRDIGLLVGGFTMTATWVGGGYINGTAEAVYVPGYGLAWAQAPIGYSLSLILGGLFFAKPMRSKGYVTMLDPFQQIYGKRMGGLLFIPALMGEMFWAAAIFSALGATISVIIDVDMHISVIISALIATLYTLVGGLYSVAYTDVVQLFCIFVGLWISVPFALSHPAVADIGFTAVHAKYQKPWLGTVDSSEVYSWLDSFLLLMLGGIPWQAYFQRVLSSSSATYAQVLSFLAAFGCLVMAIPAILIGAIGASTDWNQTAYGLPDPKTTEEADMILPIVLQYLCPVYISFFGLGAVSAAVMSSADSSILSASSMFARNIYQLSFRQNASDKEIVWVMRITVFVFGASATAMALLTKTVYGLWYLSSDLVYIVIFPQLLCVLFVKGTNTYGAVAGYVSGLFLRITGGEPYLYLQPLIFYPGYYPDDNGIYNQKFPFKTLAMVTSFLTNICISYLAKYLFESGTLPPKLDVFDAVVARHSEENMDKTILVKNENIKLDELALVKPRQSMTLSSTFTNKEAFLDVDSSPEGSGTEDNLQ
CHT PAM – human CHT allosteric activation | CHT-expressing cells, membrane potential dye, choline EC20; active compounds read high; LV-AA mutant CHT in HEK293 cells | Q9GZV3 | hit rate 0.49% among 310,000 | B-score at 10 µM;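 active = initial fluorescence not abnormally high and integrated response B-score, plate-corrected, over 3 SD above library mean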
STK33 inh – human STK33 kinase inhibition; Q9BYT3; purified STK33, MBP phosphorylation, ADP-Glo luminescence; inhibition, % at 10 µM; hit rate 0.073% among 320,000;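 active = inhibition at or above 25%, using the most active replicate where run in duplicate; inactive = inhibition below 25%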
Starred values were filed as active, the others as inactive; i = inactive; / = not tested or not shown.

compound | CHT inh | CHT PAM | STK33 inh
COc1ccc(-c2c(-c3ccsc3)oc3ccc(N4CCOCC4)cc23)cn1 | i | i | -0.3
O=C1CCCC(=O)C1=Cc1c[nH]c2ccccc12 | i | i | -1.5
COc1ccc(C(=O)c2c(-c3ccc(OC)cc3)oc3ccc(-c4ccc(OC)nc4)cc23)cc1 | i | i | -0.3
COc1ccc(CNc2nc3ccccc3n2C(C)C)c(O)c1 | i | i | -0.6
CC1(C)CN=C(N(Cc2ccccc2)C(=O)Nc2ccccc2)S1 | i | i | -0.7
COc1ccc(NC(=S)NCc2ccc(F)cc2)cc1 | i | i | -0.1
CC12CCC(=O)N1C(C(=O)N1CCN(c3ccccc3)CC1)CS2 (stereo not given) | i | i | -1.1
Cc1ccc(-n2c(SCC(=O)Nc3nccs3)nc3c(c2=O)SCC3)cc1 | i | i | -1.8
COc1cc(C(=O)O)ccc1OCc1c(C)noc1C | i | i | 0.4
O=C(N/N=C/c1ccccc1O)c1cccc2ccccc12 | i | i | 3.1
O=Cc1cn[nH]c1-c1ccccc1 | i | i | 0.1
CCN(CC)c1ccc(C2C(C(=O)Nc3ccccn3)=C(C)NC3=C2C(=O)CC(C)(C)C3)cc1 (stereo not given) | i | i | -3.5
CC(C)(C)c1ccc(OCC(=O)NCC(c2cccs2)N2CCOCC2)cc1 (stereo not given) | i | i | -0.8
Cc1nn(-c2ccccc2)c2c1C(c1ccncc1)C(C#N)=C(N)O2 (stereo not given) | i | i | 0.9
CCC/C=C(\CCC)C(NS(=O)(=O)c1cccc2cccnc12)c1ccc(C(=O)OC)cc1 (stereo not given) | i | i | -1.5
CSc1ncc(C(=O)Nc2cccnc2)c(C(F)(F)F)n1 | i | i | -0.3
Cc1cc(SCC(=O)N/N=C/c2ccc(C(=O)O)cc2)nc2ccccc12 | i | i | -0.1
Cc1cccnc1NC(=O)C1CCC1 | i | i | 0.2
CCNC(=O)c1c(NC(=O)c2cc(-c3cc(C)ccc3O)n[nH]2)sc2c1CCCC2 | i | i | -0.2
O=C1CC(N2CCN(Cc3ccccc3)CC2)C(=O)N1 (stereo not given) | i | i | -1.2
O=C(Nc1ccc(-c2cnco2)cc1)c1ccc(Cl)cc1 | i | i | -0.8
O=C(Nc1ccccc1N1CCOCC1)c1cc(-c2ccco2)nc2ccccc12 | i | i | -0.3
O=C(COC(=O)c1cc[n+]([O-])cc1)Nc1ccc(F)c([N+](=O)[O-])c1 | i | i | -0.6
CCOC(=O)C1CCN(C(=O)c2cc3c(s2)-c2ccccc2OC3)CC1 | i | i | 2.4
CNC(=O)N(c1ccccc1)c1ccccc1 | i | i | -1.9
O=C(NCc1ccco1)c1nc2ccccc2s1 | i | i | -1.5
CC1(C(=O)N2CC3(CC(c4ccccc4)=NO3)C[C@H]2C(=O)NCC(N)=O)CC1 (stereo not given in full) | i | i | -1.4
Cn1nc(C(F)(F)F)c(-c2ccccc2)c1NC(=O)c1ccco1 | -5.6* | i | -1.0
CCn1nnc(NC(=O)c2cccc(-c3cc4ccccc4oc3=O)c2)n1 | i | i | 0.7
CC(=O)C1CCC2C3CCC4=CC(=O)CC[C@]4(C)[C@@]3(F)C(O)C[C@]12C (stereo not given in full) | i | i | -0.4
CC1(C)CC(=O)C(C=NCCc2ccc(O)cc2)=C(O)C1 | i | i | -2.5
O=C(CSc1nnc(CNC(=O)c2c(F)cccc2F)o1)NCc1ccco1 | i | i | 0.7
COCCCn1c(SCC(=O)c2ccccc2)nc2ccccc2c1=O | i | i | -0.6
Cc1ccnc(NS(=O)(=O)c2cccc([N+](=O)[O-])c2)c1 | i | i | -3.1
Nc1nonc1-n1nnc(C(=O)N/N=C/c2ccoc2)c1-c1ccccc1 | i | i | 0.2
O=C(O)c1ccc(N2C(=O)C3C4c5ccccc5C(Br)(c5ccccc54)C3C2=O)cc1 (stereo not given) | i | i | -1.0
N#CC1=C(SCc2ccccc2)NC(=O)CC1c1cccc(O)c1 (stereo not given) | i | i | 0.1
COc1ccc(C(CNc2ncnc3sc(C)c(C)c23)N(C)C)cc1 (stereo not given) | i | i | -7.5
CC(=S)/C=C1\Sc2ccccc2N1C | i | i | 0.5
COc1ccc(NC(=S)NN2CCN(C)CC2)cc1OC | i | i | -1.6
COc1cc(NC(=O)Cn2nnc(-c3ccncc3)n2)cc(OC)c1 | i | i | -0.7
CN(Cc1ccccc1)C(=O)Cn1c(=O)c2cccn2c2cccnc21 | i | i | -1.1
COc1ccc(OCCN2CCN(C(=O)c3ccc(OC(F)F)c(OC)c3)CC2)cc1 | i | i | -0.3
COc1ccc(C(CCN)Cc2ccccc2)cc1 (stereo not given) | i | i | -1.0
O=[N+]([O-])c1ccc(OCCn2cnc3ccccc32)cc1 | i | i | -0.8
N#Cc1cccc(-c2cn(S(=O)(=O)c3ccc(Cl)cc3)nc2N)c1 | i | i | -2.8
ON=C1c2cc(OCCN3CCCCC3)ccc2-c2ccc(OCCN3CCCCC3)cc21 | i | i | 1.4
CN1C(C(=O)NCc2cccc(Br)c2)CC2Cn3c(nc4cc5ccccc5cc43)C21 (stereo not given) | i | i | 1.5
COc1ccc(-c2cn(CCN)c(-c3ccncc3)n2)cc1 | i | i | -2.1
C=C(C)c1cccc(C(C)(C)NC(=O)N2CC(C)OC(C)C2)c1 (stereo not given) | i | i | -1.0
CCc1ccccc1NC(=O)CSc1n[nH]c(-c2cccnc2)n1 | i | i | -1.6
O=C(NC1CCN(Cc2ccccc2)CC1)C(NS(=O)(=O)c1cccc2nsnc12)c1ccccc1 (stereo not given) | i | i | /
O=C(CCCO)NC1Cc2ccccc2C1 | i | i | -2.4
O=C(Nc1ccc(N2CCN(C(=O)c3ccco3)CC2)c(Cl)c1)c1c(F)c(F)c(F)c(F)c1F | i | i | -1.1
COc1ccc(OC)c2[nH]c(=O)c(CCNC(=O)Cc3cccs3)cc12 | i | i | 1.3
CC(=O)N1CCc2cc(Br)cc(S(=O)(=O)NCC3CCCO3)c21 (stereo not given) | i | i | -2.1
CSCC[C@H](NC(=O)Cc1c(C)c2c(cc(C)c3c(C)c(C)oc32)oc1=O)C(=O)O | i | i | 0.0
CCOc1ccc(C(=O)Nc2nc(C)cc(C)n2)cc1[N+](=O)[O-] | i | i | 0.2
CC1CC(C)CN(S(=O)(=O)c2ccc(C(C)(C)C)cc2)C1 (stereo not given) | i | i | 0.1
Cc1ccc(CS(=O)Cc2ccc(C(=O)NCCc3ccccc3)o2)cc1 (stereo not given) | i | i | -0.8

(next part)
SMILES	CHT inh	CHT PAM	STK33 inh
COc1cccc(C(=O)NCCS(=O)(=O)N2CCCCC2)c1	i	i	-1.0
O=[N+]([O-])c1nn(-c2ccc3c(c2)OCCO3)n(O)c1=NCc1ccccc1Cl	i	i	1.0
Cc1c([N+](=O)[O-])cnc(Sc2ccccc2)c1[N+](=O)[O-]	i	i	-0.4
COc1c(C)cc(Br)cc1C(=O)Nc1ccc(N2CCN(S(C)(=O)=O)CC2)cc1	i	i	-0.1
O=C(OCC(=O)N1CCCC1)c1ccccc1O	i	i	-0.9
COC(=O)Cn1c(C)c(C(C)=O)c(C(C)=O)c1C	i	i	-2.0
Cc1cccc(NS(=O)(=O)c2cc3c4c(c2)C(C)C(=O)N4CCC3)c1 (stereo not given)	i	i	1.7
CCCOc1ccc(C(=O)Nc2ccc(N3CCN(C(C)=O)CC3)cc2)cc1	i	i	-0.1
COc1ccc(-c2nnc3n2N=C(C)CS3)cc1	i	i	1.3
CC(C)Cn1c(SCC(=O)N2CCN(S(=O)(=O)c3ccccc3)CC2)nc2ccccc21	i	i	-2.1
O=C(Nc1cccnc1)c1cc(-c2cccc(Br)c2)nc2ccccc12	i	i	0.7
COC(=O)c1cc2ccsc2n1CC(=O)N(C)c1ccccc1	i	i	-0.8

A draw from above in order of formula weight, smallest number first:
SMILES	CHT inh	CHT PAM	STK33 inh
O=C(OCC(=O)N1CCCC1)c1ccccc1O	i	i	-0.9
CC1(C)CN=C(N(Cc2ccccc2)C(=O)Nc2ccccc2)S1	i	i	-0.7
O=C(CSc1nnc(CNC(=O)c2c(F)cccc2F)o1)NCc1ccco1	i	i	0.7

The list continues:
SMILES	CHT inh	CHT PAM	STK33 inh
N#C/C(=C\c1ccc[nH]1)C(=O)N1CCCCC1	i	i	1.0
COc1ccc(Cl)cc1C(=O)Nc1nc2ccc(S(C)(=O)=O)cc2s1	i	i	-0.1
CCCCC(=O)OCCNC(=O)c1cc2ccccc2oc1=O	i	i	1.7
COc1ccccc1NC(=O)C1=C(C)NC(SCC(=O)Nc2ccc(C(=O)O)cc2)=C(C#N)C1c1cccs1 (stereo not given)	i	i	-2.1
O=C(CCC1CCCCC1)Nc1ncn[nH]1	i	i	-0.9
CCOc1cc(NC(=S)NCCCOC)c(OCC)cc1NC(=O)c1cccs1	i	i	-1.6
CCC(C)(C)NC(=O)c1ccccc1Oc1ccccc1	i	i	-1.7
CCSc1ccccc1C(=O)N1CCN(c2ccc([N+](=O)[O-])cc2)CC1	i	i	-1.2
CC1CCC(NC(=O)CC(NC(N)=O)c2ccccc2Cl)CC1 (stereo not given)	i	i	-1.4
Cc1cc(NC(=O)CCC(=O)N(CC(=O)NC2CCCC2)c2ccc(Cl)c(Cl)c2)no1	i	i	-3.0
O=c1c2ccccc2nnn1Cc1ccc(Br)cc1	i	i	-2.3
CCN1CCCC1CNC(=O)c1cc2c(-c3cccc(OC)c3)nn(C)c2s1 (stereo not given)	i	i	3.1
COc1cccc(/C=C/c2ccc3ccccc3n2)c1OC(C)=O	i	i	0.0
Cc1nnc(SCC(=O)N(C2CCCCC2)C2CCS(=O)(=O)C2)n1N (stereo not given)	i	i	-0.3
COc1ccccc1-c1nnc(-c2ccc(C)cc2)o1	i	i	0.6
CC1(C)Cc2ccccc2-c2nnnn21	i	i	-2.3
O=C(NCc1ccccc1)C1=C[C@@H](c2csc3ccccc23)C[C@@H](OCc2ccc(CO)cc2)O1	i	i	-1.7
CCOC(=O)c1c(-c2ccccc2)nc2ccccn12	i	i	0.1
Cc1ccc(N(Cc2cc(=O)[nH]c3ccccc23)C(=O)C(C)C)cc1	i	i	-0.2
N#C/C(=C(/O)c1cccs1)c1nnc2n1CCCCC2	i	i	0.4
CC1(C)CC(=O)C(C2C3=C(CC(C)(C)CC3=O)Oc3c(Br)cc(Br)cc32)=C(O)C1 (stereo not given)	i	i	-1.5
O=C(C1=C[C@H](c2ccc3c(c2)OCO3)C[C@H](OCCCCO)O1)N1CCN(Cc2ccc3c(c2)OCO3)CC1	i	i	0.8
Fc1ccccc1NC(=S)NN(Cc1ccccc1)c1ccccc1	i	i	/
O=C(Nc1cccc(CCc2ccccn2)c1)c1ccc(Cl)cc1	i	i	-0.8

Looked up above:
Entry of Cc1ccc(N(Cc2cc(=O)[nH]c3ccccc23)C(=O)C(C)C)cc1 in STK33 inh: -0.2
Entry of O=C(C1=C[C@H](c2ccc3c(c2)OCO3)C[C@H](OCCCCO)O1)N1CCN(Cc2ccc3c(c2)OCO3)CC1 in STK33 inh: 0.8

Compound profiles, as listed above:
Shown for `O=C(NCc1ccccc1)C1=C[C@@H](c2csc3ccccc23)C[C@@H](OCc2ccc(CO)cc2)O1` : CHT inh = i; CHT PAM = i; STK33 inh = -1.7
Shown for `COc1ccccc1-c1nnc(-c2ccc(C)cc2)o1` : CHT inh = i; CHT PAM = i; STK33 inh = 0.6

The list goes on:
SMILES	CHT inh	CHT PAM	STK33 inh
O=C(Cn1nnc(-c2ccccc2Cl)n1)N/N=C/c1ccc2c(c1)OCO2	i	i	-2.5
Cc1cccc(C)c1OCc1cc(C(=O)N2CCCC2c2nonc2C)no1 (stereo not given)	i	i	0.6
O=C1CSC(=S)N1/N=C/c1ccc(O)c(O)c1O	i	i	15
Cc1cc(C(=O)Nc2ccc3c(c2)CCC3)ccc1[N+](=O)[O-]	i	i	-0.4
COc1ccccc1C(OC(=O)c1cccs1)C(=O)NCc1ccco1 (stereo not given)	i	i	-0.5
CCn1c(C(=O)N2CCC(C(=O)N3CCN(c4ccccn4)CC3)CC2)cc2sccc21	i	i	-0.4
CC1=C(C(=O)N2CCCC(N3CCN(c4cccc(Cl)c4)CC3)C2)OCCO1 (stereo not given)	i	i	0.4
O=C(Nc1ccc(Cn2ccnc2)cc1)c1cccc(C(F)(F)F)c1	i	i	-5.7
Cc1nonc1CN(C)C(=O)c1ccc(OC2CCN(Cc3ccccn3)CC2)cc1	i	i	-0.3
CN(CCOc1ccc(Cl)cc1)C(=O)c1ccc2c(=O)n3c(nc2c1)CCC3	i	i	-1.9
O=S(=O)(c1cccnc1)N1CCn2cccc2C1c1ccccc1F (stereo not given)	i	i	-0.1
COc1cc2c(cc1OC)CN(C(=O)c1ccncc1)CC2	i	i	0.3
CCc1ccc(OCCOCC(O)CN(CCO)CCO)cc1 (stereo not given)	i	i	-0.8
CCOC(=O)c1c(-c2ccncc2)csc1N	i	i	0.5
CCOc1ccc(CN(C)CC(=O)Nc2cc(C)c(C)cc2[N+](=O)[O-])cc1	i	i	-0.7
OC12CCCCC1C(c1ccc3c(c1)OCO3)N(Cc1ccc(F)cc1)CC2 (stereo not given)	i	i	-0.4
Cc1ccccc1Sc1ncccc1[N+](=O)[O-]	i	i	-1.1
O=C(Nc1ccc(F)c(Cl)c1)c1ccc2c(c1)OCO2	i	i	2.1
CN1CC2(C)CN(C(c3ccccc3)c3ccccc3)CC(C)(C1)C2O (stereo not given)	i	i	-0.5
